# Tn7 DDE FP: inhibitors of Tn7 peptide binding to fibrin DD(E), primary screen, biochemical, fluorescence polarization, human fibrin, Tn7 probe | FP displacement of FITC-Tn7 peptide from fibrin DD(E); 0% = median of compound wells per plate | inhibition, % at 8.3 µM | 370,000 tested, 0.13% active | AID 720508, 2013;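 active = inhibition above the mean of compounds falling within the control limits plus 3 SD of them, cut at about 14% in these data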;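 also: 0% = plate median of compound wells and 100% = 10 µM Aha-Tn7 peptide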
# Target sequence (P02675 whole entry, looked up): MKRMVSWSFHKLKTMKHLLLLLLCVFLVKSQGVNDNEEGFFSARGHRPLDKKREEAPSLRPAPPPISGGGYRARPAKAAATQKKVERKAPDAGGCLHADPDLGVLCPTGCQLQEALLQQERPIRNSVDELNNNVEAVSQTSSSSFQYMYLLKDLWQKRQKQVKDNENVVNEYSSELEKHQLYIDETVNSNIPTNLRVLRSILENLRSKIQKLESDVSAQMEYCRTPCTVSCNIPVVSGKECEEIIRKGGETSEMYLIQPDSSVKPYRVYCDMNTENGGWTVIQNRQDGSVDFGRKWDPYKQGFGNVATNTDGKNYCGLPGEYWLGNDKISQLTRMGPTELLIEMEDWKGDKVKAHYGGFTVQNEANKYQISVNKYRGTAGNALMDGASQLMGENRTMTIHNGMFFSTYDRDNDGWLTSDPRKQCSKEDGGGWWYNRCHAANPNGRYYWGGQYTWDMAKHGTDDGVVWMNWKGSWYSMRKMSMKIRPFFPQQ
#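 System: human fibrin DD(E); quantity: Fibrin-DD(E) at 2 µM final; also added: fluorescent Tn7 probe at 0.1 µM; compound dosing: single nominal test concentration of 8.3 µM per compound; schedule: 10 min preincubation, 3 h with tracer, room temperature; detection: fluorescence polarization of the labelled Tn7 tracer; repeats: one replicate per compound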
# PRMT1 inh: PRMT1 methyltransferase inhibitors, primary screen, biochemical, fluorescence polarization; Protein arginine N-methyltransferase 1 (Homo sapiens), Q99873; recombinant PRMT1, activity-based probe fluorescence polarization; inhibition, % at 2.79 µM; 370,000 tested, 1.3% active;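 active = inhibition above about 21% made by adding two undisclosed values, limit read from the data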
# MBD2 DNA inh: inhibitors of MBD2 binding to methylated DNA, primary screen, biochemical, TR-FRET, DNA-binding domain, human. 370,000 tested, 0.31% active. inhibition, % at 4.4 µM. AID 686964, 2013. MBD2 binding to methylated oligonucleotide. Methyl-CpG-binding domain protein 2 (Homo sapiens), Q9UBB5; in the data active = inhibition above about 13%
# Target sequence (Q9UBB5 whole entry, looked up, the tested form may be a part): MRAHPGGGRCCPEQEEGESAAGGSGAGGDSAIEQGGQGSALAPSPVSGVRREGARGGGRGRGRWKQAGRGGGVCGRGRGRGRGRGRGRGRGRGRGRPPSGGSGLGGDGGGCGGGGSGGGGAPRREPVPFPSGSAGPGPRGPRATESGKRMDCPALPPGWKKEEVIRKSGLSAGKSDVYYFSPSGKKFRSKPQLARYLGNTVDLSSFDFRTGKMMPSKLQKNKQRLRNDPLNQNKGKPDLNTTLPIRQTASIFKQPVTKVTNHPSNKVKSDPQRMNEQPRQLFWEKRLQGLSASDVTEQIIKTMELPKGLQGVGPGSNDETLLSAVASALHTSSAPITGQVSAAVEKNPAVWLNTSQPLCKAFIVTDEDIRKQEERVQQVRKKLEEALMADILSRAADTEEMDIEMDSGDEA
# KLK7 zymogen act: proKLK7 zymogen activators, primary screen, biochemical, fluorescence intensity | activation, % at 7 µM | Kallikrein-7 (Homo sapiens), P49862 | 370,000 tested, 0.9% active | purified proKLK7, EDANS-DABCYL substrate fluorescence; 100% is mature enzyme control, 0% vehicle;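 active = activation above the mean of all tested compounds plus 3 SD, computed per campaign excluding outliers beyond control limits, cut at about 13% in these data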
# TDP2 absorb: human TDP2 enzyme inhibitors, primary screen, biochemical, epi absorbance, recombinant enzyme; T5PNP hydrolysis, p-nitrophenol absorbance 415 nm; AID 720702, 2013; inhibition, % at 12.8 µM; 370,000 tested, 0.34% active;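 active = inhibition above the mean of all tested compounds plus 3 SD, set per campaign, cut at about 25% in these data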;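 also: 0% = DMSO with enzyme and 100% = buffer with substrate but no TDP2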
#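 System – recombinant human TDP2 · Amount – 120 nM TDP2 per well · Buffer or medium – Mg2+-containing Tris-HCl buffer, pH 7.5 · Reagent – T5PNP substrate, 5 mM · Dosing – 12.8 µM single point, 1% DMSO · Incubation – 2 h at 37 °C · Measured by – epi absorbance · Read-out basis – percent inhibition · Benchmarks – high control without enzyme, low control DMSO plus TDP2 · Repeats – singlicate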
# Tn6 DDE FP: inhibitors of Tn6 peptide binding to fibrin DD(E), primary screen, biochemical, fluorescence polarization, human fibrin, Tn6 probe; Fibrinogen beta chain (Homo sapiens), P02675; inhibition, % at 8.3 µM; Fibrin DD(E) TRITC-Tn6 fluorescence polarization displacement; 370,000 tested, 0.21% active; AID 720509, 2013;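 active = inhibition above a per-campaign cutoff: mean of compounds within control limits plus 3 SD, cut at about 15% in these data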;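 also: 0% = median of all compound wells on the plate and 100% = blocking peptide control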
# SIAE inh: human SIAE inhibitors, primary screen, biochemical, fluorescence polarization, FP-Rh probe, 1536-well HTS | SIAE FP-Rh probe binding | inhibition, % at 9.66 µM | 370,000 tested, 0.69% active;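 active = inhibition above a cutoff: mean of compounds within the control limits plus 3 SD of those, cut at about 17% in these data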;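 also: 0% = plate median of compound wells and 100% = probe without SIAE protein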
# LEDGF integ inh: blockers of LEDGF/p75-dependent integrase strand transfer – biochemical, TR-FRET, high throughput, primary screen | TR-FRET IN-LEDGF/p75 DNA integration, Eu/Cy5 | inhibition, % at 3.7 µM | 370,000 tested, 0.64% active | AID 743269, 2014;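 active = inhibition above the screen-wide mean plus 3 SD, cut at about 13% in these data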;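 also: signal is the Cy5 over europium emission ratio at 671 and 618 nm; 0% = plate median of compound wells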
# TCR-CD3 inh: inhibitors of human TCR-CD3 interaction, primary screen, biochemical, fluorescence, TAMRA-labeled TCR probe. T-cell receptor (TCR). inhibition, % at 9.4 µM. 360,000 tested, 0.37% active; in the data active = inhibition above about 19%;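 also: recombinant mutant TCR 2C K166C tagged with TAMRA read by polarization; 0% = receptor in buffer alone and 100% = receptor with positive control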
# UHRF1 MBD2 ctr: UHRF1 methylated DNA binding inhibitors, primary screen, counter-screen for MBD2 inhibitor project, biochemical, TR-FRET, human UHRF1, single concentration; inhibition, % at 4.4 µM; E3 ubiquitin-protein ligase UHRF1 (Homo sapiens), Q96T88; 370,000 tested, 0.75% active; AID 687016, 2013; UHRF1 binding to methylated oligo; in the data active = inhibition above about 21%;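 also: UHRF1 SRA domain binding a hemimethylated CpG hairpin DNA probe; 0% = median of test compound wells and 100% = reference inhibitor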
# Numbers without * were called inactive. Rows are unselected; overall some 4.6% were active at least once.
SMILES,Tn7 DDE FP,PRMT1 inh,MBD2 DNA inh,KLK7 zymogen act,TDP2 absorb,Tn6 DDE FP,SIAE inh,LEDGF integ inh,TCR-CD3 inh,UHRF1 MBD2 ctr
C[C@H](NC(=O)c1nc[nH]c1C(=O)OCc1ccccc1)c1ccccc1,8.2,-5.0,2.0,-0.1,6.9,0.4,-2.4,0.1,0.7,-1.6
CN(C)S(=O)(=O)c1ccc(C(=O)NC(=O)CSc2nncs2)cc1,-8.7,4.5,1.2,0.5,5.3,3.8,3.7,0.2,-1.3,-2.9
Cc1cc(-c2ccc(S(=O)(=O)N3CCN(c4ccc(F)cc4)CC3)s2)on1,-1.1,3.0,-1.8,0.2,-1.5,6.7,-0.8,2.0,13.3,-1.8
COc1ccccc1-c1cc(C(=O)Nc2ccc(F)cc2F)no1,0.3,-4.8,-3.8,0.7,-17.3,-1.8,-2.6,4.3,5.2,16.1
CCc1ccc([C@@H]2CC(=O)[C@@H]3CN(S(=O)(=O)c4ccc(Cl)cc4)[C@H](c4ccc(C)cc4)C[C@@H]3N2S(=O)(=O)c2ccc(C)cc2)cc1,-9.1,-6.8,-7.0,-0.9,-10.7,-5.6,-21.1,3.2,6.8,1.6
C/C(=N\NC(=O)c1cccnc1)c1ccc(Br)cc1,-2.9,10.9,3.1,0.0,-13.4,-1.8,-1.7,-4.2,3.9,4.8
CCCc1nc2cc(C)c(Br)c(C)n2c1Cc1ccccc1OC,3.4,4.2,0.7,-0.3,0.5,2.7,1.0,1.4,-4.2,1.6
COc1ccc(/C=C/C(=O)c2c(C)cc(C)[nH]c2=O)c2ccccc12,-1.7,-0.6,-9.2,-0.4,9.5,3.6,0.5,5.0,12.5,-5.7
CC1CCCCN1C(=O)CSc1nnc(-c2c[nH]c3ccccc23)o1 (stereo unspecified),-2.4,-0.7,-0.8,0.1,-2.2,5.2,-7.5,-2.6,8.0,-2.9
CCOc1ccc2c(c1)cc(CN(C(=O)CC)C1CCCCC1)c1nnnn12,2.4,-1.3,-0.5,-0.4,-2.4,1.9,-0.1,0.6,-7.1,1.0

# Limited to KLK7 zymogen act and UHRF1 MBD2 ctr (three entries from above):
smiles	KLK7 zymogen act	UHRF1 MBD2 ctr
Cc1cc(-c2ccc(S(=O)(=O)N3CCN(c4ccc(F)cc4)CC3)s2)on1	0.2	-1.8
COc1ccccc1-c1cc(C(=O)Nc2ccc(F)cc2F)no1	0.7	16.1
CCc1ccc([C@@H]2CC(=O)[C@@H]3CN(S(=O)(=O)c4ccc(Cl)cc4)[C@H](c4ccc(C)cc4)C[C@@H]3N2S(=O)(=O)c2ccc(C)cc2)cc1	-0.9	1.6

# (more compounds)
SMILES,Tn7 DDE FP,PRMT1 inh,MBD2 DNA inh,KLK7 zymogen act,TDP2 absorb,Tn6 DDE FP,SIAE inh,LEDGF integ inh,TCR-CD3 inh,UHRF1 MBD2 ctr
CN1C(=O)S/C(=C/c2ccc(OCc3cccc(C(=O)O)c3)cc2)C1=O,-4.2,-1.5,3.0,0.0,6.9,2.1,2.1,-0.9,1.2,-3.0
Cc1cccn2c(=O)nc(SCC(=O)NCc3ccc4c(c3)OCO4)nc12,4.5,-3.1,-2.5,-0.3,-13.8,2.7,-1.3,-1.0,-1.4,-1.7
CCN(CC)C(=O)c1ccc(C(=O)c2ccccc2)cc1,-3.8,-4.5,-2.6,-0.3,-11.5,6.1,4.5,-3.2,1.4,2.8
COc1ccc(/C=N/n2c(SC)nnc(C(C)(C)C)c2=O)cc1OC,-2.2,0.1,-3.5,-4.1,-11.5,5.4,3.8,1.4,1.6,-3.2
COc1ccc(-n2nc(C(=O)NCC(=O)NCCC3=CCCCC3)c3ccccc3c2=O)cc1OC,1.0,3.9,-3.5,-1.6,2.0,-0.5,-0.2,-4.1,-0.5,-1.1
O=C(/C=C/c1ccccc1)N/C(=C\c1ccco1)C(=O)O,-0.3,1.1,-1.7,0.3,-0.8,3.4,7.7,5.3,8.4,-4.1
COc1cc(C(O)c2nc(-c3cnn(C)c3)cs2)ccc1F (stereo unspecified),2.9,-1.4,-2.2,-0.3,5.0,-5.4,-2.2,-3.6,-3.8,-0.4
CCOC(=O)N=S(N)(=O)c1ccc(Cl)cc1 (stereo unspecified),0.0,-1.1,-2.7,0.5,3.3,5.7,0.4,0.4,-1.3,0.8
CCN(CC(=O)Nc1c(F)cccc1F)C(=O)CNC(=O)c1ccc(C)s1,-7.7,-2.2,-0.3,-0.2,-10.3,-3.7,-3.5,1.8,1.1,3.9
Cn1c(=O)c([N+](=O)[O-])c(NCc2ccccc2)c2ccccc21,-5.7,-2.3,-6.8,-0.2,-3.3,-0.2,-4.5,2.2,3.8,0.4
O=C(CSc1nc2scc(-c3ccccc3)c2c(=O)[nH]1)NCCc1ccccc1,-4.8,1.5,-3.1,0.2,5.0,-5.1,-3.8,3.5,8.8,-1.0
Cc1cc2nc(-c3nnnn3Cc3ccccc3)c(=O)[nH]c2cc1C,0.1,0.7,-7.7,-22.6,2.0,-0.7,-3.1,-2.3,0.2,-2.3
O=C(NC1CCN(Cc2ccccc2)CC1)C1CCCN(c2nnc(-n3cccc3)s2)C1 (stereo unspecified),-3.8,2.3,4.2,-0.3,-9.9,8.7,-2.2,-1.8,-2.8,0.9
COc1ccc(NC(=O)Cn2cnc3c(cnn3C(C)(C)C)c2=O)cc1OC,2.9,4.0,-0.3,-0.2,-5.3,0.1,0.7,-5.3,2.2,1.1
Cc1ccc2nc(NC(=O)C3CCN(S(=O)(=O)c4cc([N+](=O)[O-])ccc4Cl)CC3)sc2c1,3.9,-0.1,4.4,0.4,5.8,1.7,-7.6,0.3,4.7,-2.0
Cc1ccc(C)n1-c1ncn[nH]1,4.7,0.3,-7.7,0.1,5.4,4.2,10.4,-0.4,6.5,0.5
Cc1cc(C)c(NC(=O)C2CCCN2CCOC(=O)c2cccc([N+](=O)[O-])c2)c(C)c1 (stereo unspecified),1.1,4.2,-1.0,0.2,-9.5,2.2,-0.5,-3.1,-2.0,2.6
COc1ccccc1C(=O)N/C(=C\c1cn(C)c2ccccc12)C(=O)NCCCN1CCOCC1,2.4,-0.5,-2.0,0.8,5.2,-4.9,6.9,-4.0,0.2,-2.8
Cc1cc(=O)[nH]c(COc2ccccc2)n1,4.0,3.4,4.2,0.2,-2.0,1.9,-3.0,3.8,-2.6,2.0
O=C(CN1CCN(Cc2ccccc2Cl)C1=O)NCc1ccccn1,-4.9,-0.5,2.0,0.1,-9.3,3.1,-1.3,6.5,-5.7,1.4
Cc1ccc(/C=N/NC(=O)CC(=O)NCc2cccnc2)cc1,-5.7,2.2,2.1,0.0,-2.8,-4.4,-1.0,-1.7,-4.6,-0.1
O=C1NN(c2ccccc2)C(=O)/C1=C\c1cccn1-c1ccc(Cl)c([N+](=O)[O-])c1,-3.1,-0.2,-3.1,0.0,8.2,-5.8,7.2,1.4,8.2,-1.9
COc1ccc(NC(=S)Nc2ccc3nsnc3c2)cc1,-7.4,5.3,-1.8,1.4,75.6*,-5.5,9.0,52.0*,4.0,14.0
CC(CCc1ccc(O)cc1)NC1c2ccccc2-c2ccccc21 (stereo unspecified),-9.9,-2.8,-0.2,-0.4,-7.6,-2.6,-5.3,-2.4,-12.7,0.7
CCn1cc(-c2nnnn2-c2ccc(Cl)cc2)c(=O)c2ccccc21,2.3,-4.8,8.6,-0.2,9.6,6.8,9.3,5.2,-1.9,18.1
COc1ccc(/C=N/NC(=O)Nc2ccc3nsnc3c2)c(OC)c1,4.4,0.7,-0.6,-3.6,2.1,-2.8,-6.1,-0.7,-1.8,0.4
COc1cc(C)nc(N(Cc2ccccc2)S(=O)(=O)c2ccc(C)cc2)n1,5.1,4.0,2.6,0.1,-1.2,-2.8,-10.2,-2.2,-0.5,0.4
OC(c1ccc(F)cc1)c1nc(-c2ccoc2)cs1 (stereo unspecified),-4.6,2.4,-0.6,-0.6,-3.3,-0.1,1.9,1.9,-3.2,-2.7
Cc1ccc2c(c1C)OC(=O)CC2c1ccccc1 (stereo unspecified),8.6,-1.7,-4.0,0.1,-17.2,2.9,-1.3,9.3,2.6,0.3
CCOc1ccc(C2C(C(=O)NC)=C(C)Nc3nc4ccccc4n32)cc1OC (stereo unspecified),-6.5,9.8,-0.4,-2.7,-11.0,3.1,0.1,2.8,-7.9,1.7
COc1cccc(CN2CCN(CC(=O)NCCc3ccccc3)CC2)c1,-7.7,0.5,-0.5,0.5,-2.4,3.8,3.2,0.6,-10.7,-0.1
O=C(Nc1ccc(S(=O)(=O)N2CCCCC2)cc1)C1CC(=O)N(c2ccc(Cl)cc2)C1 (stereo unspecified),1.4,-1.3,1.9,0.3,24.8*,1.5,-25.1,-0.7,3.7,0.2
O=C(N[C@@H](Cc1ccccc1)C(=O)OCc1ccccc1)c1nc[nH]c1C(=O)N[C@@H](Cc1ccccc1)C(=O)OCc1ccccc1,-0.5,-2.1,0.6,0.4,-2.6,0.4,-61.0,1.4,0.9,2.3
Cc1oc(-c2cccc(C(F)(F)F)c2)nc1CN1CCOCC1,1.4,0.5,-1.4,-0.4,3.3,-14.0,-1.4,-1.0,-10.1,1.1
COc1cccc(/C(O)=C2/C(=O)C(=O)N(Cc3ccco3)C2c2ccncc2)c1 (stereo unspecified),0.8,8.5,0.6,0.3,6.4,3.5,-0.9,-1.2,0.8,-1.1
O=C(NCc1cccnc1)c1ccc(COc2ccccc2Cl)o1,2.6,3.1,-1.7,-0.1,-1.4,2.0,-4.0,0.4,6.3,1.0
CC(C(=O)Nc1ccc(S(=O)(=O)N2CCOCC2)cc1)N1C(=O)C2CC=CCC2C1=O (stereo unspecified),-5.1,3.1,-0.3,-0.1,0.5,-1.1,6.9,2.7,2.5,-0.1
O=C(NC1c2ccccc2-c2ccccc21)N1CCCCC1,-2.4,2.7,1.0,-0.3,-7.0,13.5,-2.6,-3.1,5.7,0.9
O=C(CNS(=O)(=O)c1ccc(Cl)cc1)N1CCN(c2ccc(F)cc2)CC1,-3.7,-5.0,-2.6,-0.5,-11.0,4.9,-0.3,-1.0,0.9,-0.3
